Epigenetic reg: regulators of epigenetic silencing causing reporter derepression in mouse cells | murine LDR cells, GFP reporter derepression, 30 h | Potency, µM (doses to about 53.9 µM), for the others: at the highest dose GFP activation, most hits filed as activators | hit rate 0.2% among 280,000 | AID 1865; active = well fitted activation curve with a large enough effect; inconclusive = small, poorly fitted or top-dose-only effect; also: % of control where 0% means no effect; nearly all actives have a fitted effect of over 60% in size
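GFP-positive cell count by laser-scanning cytometry (objects 20–120 um) after 30 h, 37 C compound exposure of murine LDR cells; reporter is CMV-GFP integrated at a silenced locus, inducible by HDAC or DNMT inhibitors.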
An asterisk follows results filed as active; u = inconclusive. Potency is read from the fitted curve at half-maximal effect. An excerpt, so the mix of outcomes need not match the whole.

#	canonical_smiles	Epigenetic reg
1	CCSc1nc(-c2cccc(Cl)c2)nc2c1Cc1c(CO)cnc(C)c1O2	-1.5%
2	COc1cc(CNC(=O)c2cnc(SC)nc2-c2ccccc2)cc(OC)c1OC	-1.2%
3	CCCCc1ccc(NS(=O)(=O)c2cc3c4c(c2)CC(=O)N4CCC3)cc1	-1.1%
4	NC(=O)CN1C(=O)C2(SCC(=O)N2c2cccc(F)c2)c2ccccc21 (stereo not drawn)	1.3%
5	CCNC(=O)c1ccc(C)c(-n2c(C)nc3cccnc32)c1	0.4%
6	CCOC(=O)c1[nH]c(C)c(CCC(=O)NCc2ccccc2)c1C	-1.5%
7	COC(=O)c1cc(S(=O)(=O)NCC2CCN(Cc3cc(C)ccc3C)CC2)c[nH]1	-2.5%
8	Cc1ccc(S(=O)(=O)C(CNC(=O)COc2ccccc2)c2ccco2)cc1 (stereo not drawn)	4.9%
9	Cc1cc2ccccc2n1-c1ccc(C(=O)N2CCC(C(=O)NCc3ccc(F)cc3)CC2)s1	-2.6%
10	Cc1ccc(CCNC(=O)c2cc3cc4cc(C)ccc4nc3s2)cc1	-1.7%
11	COc1ccccc1Nc1nn2c(=O)c3ccc(C(=O)NC4CCCCC4)cc3nc2s1	-1.4%
12	Cc1ccc(OCC(=O)NCC(c2ccc(Cl)cc2)N2CCCCC2)cc1 (stereo not drawn)	0.0%
13	O=C(NCc1cccs1)c1ccc2c(=O)n3nc(Nc4ccccc4)sc3nc2c1	17.9%
14	Cc1nnc(SCc2ccccc2Cl)c2cc3occc3n12	0.7%
15	CN(C)c1ccc(C(CNS(=O)(=O)c2ccc(F)cc2)N2CCOCC2)cc1 (stereo not drawn)	3.2%
16	Cc1cccc(N2CCN(C(=O)c3cc(S(=O)(=O)N4CCC(C)CC4)cn3C)CC2)c1C	4.2%
17	CSCCC(NS(=O)(=O)c1ccc2c(c1)oc(=O)n2C)C(=O)N1CCN(c2cc(Cl)ccc2C)CC1 (stereo not drawn)	-1.1%
18	O=C(NCCc1ccc(F)cc1)C(=O)NCC(c1cccs1)S(=O)(=O)c1cccs1 (stereo not drawn)	1.0%
19	COc1ccccc1NC(=O)CC(C)n1nc(C)cc1C (stereo not drawn)	1.5%
20	Cc1ccc(S(=O)(=O)c2nnn3c2nc(NCc2ccc(F)cc2)c2sccc23)cc1	12.0%
21	CC(=O)Nc1ccc(NC(=O)CN(C)S(=O)(=O)c2ccc3c(c2)CCCC(=O)N3)cc1	-1.3%
22	CCOc1ccccc1NC(=O)Cn1c2ncccc2c(=O)n1-c1ccc(C)c(C)c1	0.8%
23	COc1ccc(-c2c(C)c3ccc(O)c(CN4CCCCC4)c3oc2=O)cc1OC	-3.0%
24	Cc1ccc(S(=O)(=O)Nc2nc3n(n2)C(c2ccc(F)cc2)C=C(c2ccccc2)N3)cc1 (stereo not drawn)	-1.9%
25	CN1C(=O)CC(=O)N(C)c2cc(S(=O)(=O)N(C)Cc3ccccc3)ccc21	-0.9%
26	COc1ccc(OC)c(S(=O)(=O)NCC(c2cccs2)S(=O)(=O)c2ccc(F)cc2)c1 (stereo not drawn)	1.4%
27	Cc1ccc(NC(=O)c2cc(S(=O)(=O)N3CCc4ccccc43)cn2C)c(Cl)c1	0.0%
28	CC(=O)N1CCc2c(sc(NC(=O)CSc3ccc(F)cc3)c2-c2nc3ccccc3s2)C1	8.3%
29	CCc1ccccc1NS(=O)(=O)c1ccc2[nH]cc(C(=O)N(CC(C)C)CC(C)C)c(=O)c2c1	-1.1%
30	CCOC(=O)c1noc2ncn(Cc3cccc(C#N)c3)c(=O)c12	-1.7%
31	CC(=O)OCc1cnc(C)c2oc(=O)c(C(=O)Nc3cccc(F)c3)cc12	-5.5%
32	COc1ccccc1N1CCN(C(=O)CSc2nc3ccccc3nc2Cc2ccc(F)cc2)CC1	4.1%
33	CC(C)c1ccc(NC(=O)CS(=O)(=O)c2cccc3nsnc23)cc1	1.1%
34	O=C(Cn1cc(SCc2ccc(Br)cc2)c2ccccc21)N1CCCCC1	2.4%
35	Cc1ccc(NC(=O)C2CCCN(c3ncnc4c3nc3n4CCCCC3)C2)cc1F (stereo not drawn)	3.7%
36	CN1CCN(C(CNC(=O)C(=O)Nc2ccccc2)c2ccc3c(c2)OCO3)CC1 (stereo not drawn)	0.0%
37	Cc1cccc(NC(=O)CSc2nnc(-c3cccs3)o2)c1	-3.2%
38	COc1ccc(NC(=O)C2=CC(c3ccco3)=NS(=O)(=O)N2C)cc1OC	-1.7%
39	Cn1ncc2c(NCc3ccc(F)cc3)ncnc21	-0.5%
40	COc1ccc(C(=O)Nc2nnc(SCc3cc(=O)c4cc(C)ccc4[nH]3)s2)cc1OC	-4.2%
41	COc1ccc(N2CCN(S(=O)(=O)CCNC(=O)C(c3ccccc3)c3ccccc3)CC2)cc1	1.7%
42	CC1=C(c2ccc(C)cc2)S(=O)(=O)N(Cc2ccc(C(=O)NCc3ccccc3)cc2)C1=O	0.8%
43	CCC(=O)C1=C(c2cccc([N+](=O)[O-])c2)N(C(=O)CC)n2c(nnc2C2CCCCC2)S1	0.0%
44	COc1ccccc1Cn1c(CNS(=O)(=O)c2ccc(Cl)s2)nc2cccnc21	0.8%
45	COc1ccc(C)cc1NC(=O)CSc1nc(=O)n(Cc2ccco2)c2c1CCC2	-0.1%
46	CN1C(C(=O)Nc2ccc(F)cc2F)=CC(c2cccs2)=NS1(=O)=O	-5.4%
47	Cc1cc(C)c(S(=O)(=O)NCC(c2ccco2)N2CCN(c3ccccc3)CC2)c(C)c1 (stereo not drawn)	-0.1%
48	COc1ccc(N2CCN(C(=O)c3c4c(nc5ccccc35)C(=O)N(C3CCCCC3)C4)CC2)cc1	0.0%
49	COCCCNC(=O)Cn1c(=O)nc(-c2ccccc2)c2ccccc21	0.4%
50	COc1ccc(S(=O)(=O)NCCS(=O)(=O)N2CCN(c3ccccc3F)CC2)cc1	0.0%
51	CCn1cc(S(=O)(=O)c2cc(C)cc(C)c2)c(=O)c2cc(F)c(N3CCCC3)cc21	-1.2%
52	COc1ccc(-c2cc3ccc(O)c(CN4CCOCC4)c3oc2=O)cc1OC	2.1%
53	COc1ccc2c(CNC3CCCCCC3)c(C(=O)O)n(Cc3cccc(F)c3)c2c1	2.8%
54	COc1ccc(S(=O)(=O)NCC(c2ccco2)N2CCN(c3ccccc3F)CC2)cc1C (stereo not drawn)	-4.1%
55	COc1ccc(C2CC(c3c(O)n(C4CCCCC4)c(=O)[nH]c3=O)=Nc3ccccc3S2)cc1 (stereo not drawn)	4.6%
56	Cc1ccc(Cl)cc1-n1ncc2c(NCCC3=CCCCC3)ncnc21	5.5%

Next section:
#	canonical_smiles	Epigenetic reg
57	COc1ccccc1NC(=O)Cn1cc(S(=O)(=O)Cc2ccccc2)c2ccccc21	-1.2%
58	Cc1ccc(-c2nc3scc(CCNC(=O)c4cccc(Br)c4)n3n2)cc1	1.1%
59	CCc1ccc2nc(N(Cc3cccnc3)C(C)=O)sc2c1	16.8%
60	CCC(C)NC(=O)Cc1ccc(NC(=O)N2CCCCc3ccccc32)cc1 (stereo not drawn)	0.0%
61	COc1ccc(Cn2c(CO)cnc2SCc2cccc(C)c2)cc1	3.4%
62	COc1ccc(CCNS(=O)(=O)c2cc(-c3cc(C)no3)ccc2C)cc1OC	-2.9%
63	Cc1ccc(N2CC(C(=O)Nc3ccc(Br)cc3)CC2=O)cc1 (stereo not drawn)	0.2%
64	COc1cc(Nc2nc(SCC(=O)c3ccc(Cl)c(Cl)c3)nc3ccccc23)cc(OC)c1	1.3%
65	CCOc1ccccc1CNC(=O)c1cnc2sc(N3CCOCC3)nn2c1=O	1.5%
66	CCOC(=O)c1ccc(N2CCN(c3cc(Cl)ccc3C)CC2)c(NC(=O)Nc2cccc(OC)c2)c1	-0.4%
67	CCOC(=O)c1c(C)[nH]c(CCC(=O)NCCCN2CCN(c3cc(Cl)ccc3C)CC2)c1C	-2.2%
68	CCn1cc2nc(SCc3ccc(F)cc3)n(CCc3ccccc3)c(=O)c2n1	-1.5%
69	COc1cccc(NC(=O)CN2C=NS(=O)(=O)c3ccccc32)c1	1.3%
70	CCOc1ccc(NC(=O)CCS(=O)(=O)c2ccc(Br)cc2)cc1	-1.3%
71	Cc1cc(NC(=O)Nc2nnc(N(C)C3CCCCC3)s2)ccc1Br	-1.7%
72	CN(c1ccccc1)S(=O)(=O)c1nnc(NC(=O)c2cccs2)s1	u
73	COCCNC(=O)c1cnn(-c2cccc(C)c2)c1-n1cccc1	0.5%
74	Cc1ccc(-n2ncc3c(NCCc4ccccc4)ncnc32)cc1	1.4%
75	O=C(Nc1ccc(Br)cc1F)c1cc(S(=O)(=O)NCc2ccc(F)cc2)ccc1F	5.7%
76	Cc1ccc(Nc2ccc(N3CCN(C(=O)c4ccc([N+](=O)[O-])cc4)CC3)nn2)cc1	-2.8%
77	Cc1ccc(S(=O)(=O)c2cn(Cc3ccc(F)cc3)c3cc(N4CCCC4)c(F)cc3c2=O)cc1	-0.4%
78	O=C(c1cnc(N2CCOCC2)c2ccccc12)N1CCN(c2ccccc2)CC1	1.4%
79	Cc1ccc(N2C(=O)CCSC23C(=O)N(Cc2ccccc2)c2ccccc23)cc1 (stereo not drawn)	-1.3%
80	CCOCCn1c(=NC(=O)c2ccc3c(c2)OCCO3)sc2cc(OCC)ccc21	4.8%
81	Cc1cccc(CN2C(=O)c3ccccc3Sc3ccc(C(=O)NCCCN4CCOCC4)cc32)c1	1.8%
82	COc1ccc(NC(=O)/C=C\C(=O)N(c2ccc(C(C)C)cc2)C(C(=O)NCc2ccco2)c2ccc(F)cc2)cc1 (stereo not drawn)	0.5%
83	CC(C)c1ccc(NC(=O)c2ccc(F)c(S(=O)(=O)N3CCCC3)c2)cc1	6.7%
84	Cn1c(=O)c(=O)n(C)c2cc(N3CCOCC3)c(NS(=O)(=O)c3ccc(F)c(Cl)c3)cc21	0.0%
85	CCOc1ccc(C(=O)OCc2cc(=O)n3nc(C4CC4)sc3n2)cc1	0.0%
86	CC(C)(C)NC(=O)N1CCC(C(=O)O)CC1	9.7%
87	Cc1ccc2c(c1)c1c(c(=O)n(-c3cccc(Cl)c3)c(=O)n1C)n2C	0.4%
88	Cc1ccc(NC(=O)c2cnc(SCC(=O)N3CCCc4ccccc43)n(C)c2=O)cc1	2.3%
89	Cc1ccc(-n2ncc(C(=O)Nc3ccc4c(c3)OCO4)c2C2CCN(C(=O)OC(C)(C)C)CC2)c(C)c1	0.0%
90	O=C(CSCc1cc(=O)c2cc(F)ccc2[nH]1)Nc1ccccc1Cl	-2.2%
91	COc1ccc(N2CCN(c3oc(-c4ccc(COc5cccc(C)c5)o4)nc3C#N)CC2)cc1	-4.3%
92	Nc1c(C(=O)c2ccc(F)cc2)sc(Nc2ccccc2F)c1S(=O)(=O)c1ccc(Br)cc1	-1.7%
93	COc1cccc(CNC(=O)C2CCC(CNS(=O)(=O)c3ccc4c(c3)CCCC(=O)N4)CC2)c1 (stereo not drawn)	-0.2%
94	CC(=O)c1ccc(NC(=O)c2cc(S(=O)(=O)N3CCCCCC3)cn2C)cc1	2.8%
95	CC(C)OCCCNc1ncnc2sc3c(c12)CCCC3	-2.2%
96	CC(C)c1ccc(Nc2nc3ccc(C(=O)c4ccccc4)cc3n3cnnc23)cc1	2.7%
97	Cc1cccc(-n2ccnc2SCC(=O)Nc2ccc3c(c2)OCO3)c1	0.8%
98	Cc1nc(S(=O)(=O)N2CCN(c3ccc(Cl)cc3)CC2)cn1C	-0.9%
99	Cc1ccc(CC(=O)Nc2c(C(=O)N3CCN(c4ccccc4F)CC3)oc3ccccc23)cc1	-4.7%
100	Cc1ccc(Cn2ccnc2SCC(=O)NC2CCCC2)cc1	0.0%
101	O=C(OCc1cc(=O)n2nc(C3CC3)sc2n1)c1ccccc1Cl	0.8%
102	O=C(Cn1cnc2c(oc3ccccc32)c1=O)Nc1ccc(F)cc1F	0.8%
103	Cc1ccc(Cc2c(C)nn(-c3nc(C)c(C(=O)N4CCCCC4C)s3)c2C)cc1 (stereo not drawn)	-1.6%
104	Cc1ccc(NC(=O)N2CCC(CN3CCCCC3)CC2)c(Cl)c1	-1.2%
105	COc1cccc(CNC(=O)CSc2nc3ccccc3nc2Cc2ccc(C)cc2)c1OC	4.7%
106	COc1ccc(OC)c(CNC(=O)Cn2nc(C)c3nn(-c4ccc(Cl)cc4)c(C)c3c2=O)c1	-2.9%
107	CC1CCN(C(=O)CSc2nc3ccccc3nc2Cc2ccccc2)CC1	-3.8%
108	COc1ccc2c(Sc3ccccc3)c(C(=O)NCCc3ccc(Cl)cc3)[nH]c2c1	-3.5%
109	CCOC(=O)c1cc(-c2ccccc2)n(CC(=O)NCc2ccccc2OC)c1C	9.7%

Screens deposited in PubChem by National Center for Advancing Translational Sciences (NCATS).
